Screening data from PubChem BioAssay.
TrxR1 substrate = qHTS Assay for Substrates of Mammalian Selenoprotein Thioredoxin Reductase 1 (TrxR1): qHTS | Potency, µM (titrated, usually from 114 µM), for the others: top-dose activity change, negative = substrate turnover | purified TrxR1 substrate turnover, NADPH consumption readout | actives 0.01% (n = 390,000) | Thioredoxin reductase 1, cytoplasmic (Rattus norvegicus), O89049; note: potency is the fitted concentration of half-maximal effect; % is set by controls: 0 for no effect and ±100 for the full control effect; nearly all actives have a fitted effect of over 50% in size
Target sequence (O89049 whole entry, looked up): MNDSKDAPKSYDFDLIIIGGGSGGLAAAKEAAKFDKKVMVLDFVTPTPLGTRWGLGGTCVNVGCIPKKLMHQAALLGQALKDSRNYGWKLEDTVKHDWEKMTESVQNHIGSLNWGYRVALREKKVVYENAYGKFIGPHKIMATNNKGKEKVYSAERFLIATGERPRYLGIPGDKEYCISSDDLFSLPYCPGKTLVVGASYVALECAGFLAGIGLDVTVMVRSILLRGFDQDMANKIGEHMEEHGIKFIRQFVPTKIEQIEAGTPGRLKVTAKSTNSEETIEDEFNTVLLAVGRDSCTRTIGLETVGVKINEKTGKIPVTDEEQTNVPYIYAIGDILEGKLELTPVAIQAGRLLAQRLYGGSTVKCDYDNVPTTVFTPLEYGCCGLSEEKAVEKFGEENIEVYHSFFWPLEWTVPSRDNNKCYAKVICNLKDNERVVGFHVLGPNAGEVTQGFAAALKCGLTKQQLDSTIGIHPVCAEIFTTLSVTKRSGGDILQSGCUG
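Rat TrxR1, dispensed at 90 nM, was prereduced with 400 uM NADPH (final) for 5 min at ~22 deg C, then incubated with compound 15 min before 400 uM selenite. A first-read NADPH fluorescence drop versus no-compound background flagged substrates.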
USP1-UAF1 inh = Inhibitors of USP1/UAF1: Primary Screen | Ubiquitin carboxyl-terminal hydrolase 1 (Homo sapiens), O94782 | recombinant USP1/UAF1, Ub-Rhodamine cleavage fluorescence | Potency, µM (highest dose often 57.1 µM), for inactives: top-dose activity change, negative = inhibition, most hits filed as inhibitors | actives 0.23% (n = 390,000); note: potency is the fitted concentration of half-maximal effect; % is set by controls: 0 for no effect and ±100 for the full control effect; nearly all actives have a fitted effect of over 60% in size; inactives centre near -12
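USP1/UAF1 complex (1 nM) preincubated 15 min at room temperature with compound, then Ub-Rho substrate (150 nM final) added. Kinetic fluorescence at 480/540 nm over 6 reads at 60 s intervals; 50 mM HEPES pH 7.8, 0.5 mM EDTA, 0.1 mg/ml BSA, 1 mM TCEP, 0.01% Tween-20.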
mIDH1 inhibitor = qHTS for Inhibitors of mutant isocitrate dehydrogenase 1 (IDH1): qHTS; IDH1-R132H enzyme, NADPH consumption, diaphorase/resazurin fluorescence; actives 0.093% (n = 390,000); Isocitrate dehydrogenase [NADP] cytoplasmic (Homo sapiens), O75874; Potency, µM (titrated, usually from 76.6 µM), inactives show at the highest dose activity change, negative = inhibition, actives largely listed as inhibitors; note: potency is the fitted concentration of half-maximal effect; % is set by controls: 0 for no effect and ±100 for the full control effect; nearly all actives have a fitted effect of over 65% in size
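IDH1-R132H (0.5 ug/mL dispensed) in pH 7.5 Tris buffer was preincubated 30 min with compound, then given a substrate mix of 0.016 mM NADPH and 2 mM alpha-KG for 80 min at room temperature; remaining NADPH was read by diaphorase/resazurin fluorescence.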
RXFP1 ag = qHTS Assay for Agonists of the Relaxin Receptor RXFP1 | HEK293T-RXFP1 cAMP TR-FRET, 30 min; response scale: percent of porcine relaxin response, buffer zero | Potency, µM (highest dose often 57.5 µM), for inactives: at the highest dose activation, usual class: activators | actives 0.3% (n = 370,000) | AID 2676, 2010; note: potency is the fitted concentration of half-maximal effect; % is set by controls: 0 for no effect and ±100 for the full control effect; nearly all actives have a fitted effect of over 60% in size; many of its hits are not listed in these tables
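HEK293 cells stably expressing RXFP1, treated 30 min at 37C with compounds plus PDE4 inhibitor Ro 20174; cAMP measured by HTRF TR-FRET. Normalized to buffer and 29 nM porcine relaxin; EC50 by Hill fit.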
Vif-A3G inh = qHTS for Inhibitors of Vif-A3G Interactions: qHTS; Potency, µM (highest dose often 46.1 µM), for the others: at the highest dose activity, negative = active, usual class: inhibitors; HeLa A3G-eYFP + Vif (tagged APOBEC3G with the HIV-1 protein that degrades it), YFP fluorescence, overnight; actives 0.076% (n = 410,000);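 note: potency is the fitted concentration of half-maximal effect; % is set by controls: 0 for no effect and ±100 for the full control effect; nearly all actives have a fitted effect of over 60% in size; hits raise eYFP signal because A3G escapes Vif-driven loss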
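HeLa cells stably expressing Vif and C-terminally eYFP-tagged A3G, seeded overnight at 37 deg C, then exposed to compound by pintool overnight at 37 deg C. Rise in yellow fluorescence (Ex 488/Em 500-530, Acumen) marks blocked Vif-driven A3G degradation.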
LDHA inh = qHTS assay for inhibitors of human lactate dehydrogenase. purified LDHA, NADH/diaphorase-resazurin fluorescence; stronger effect = lower value. L-lactate dehydrogenase A chain (Homo sapiens), P00338. activity change, % (values are at about 110 or 230 µM). actives 0.15% (n = 480,000); in the data active = activity change below about -30%; inconclusive = mostly about -25% to -30%;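 note: plate controls were DMSO wells for no effect and wells without enzyme for full effect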
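Human LDH5 at 2 nM final in Tris HCl pH 7.4 with 0.06 mM NADH and 0.2 mM pyruvate, reacted 5 minutes at room temperature. Remaining NADH coupled via diaphorase/resazurin; resorufin fluorescence read at 0 and 20 minutes, normalized to enzyme-free and DMSO wells.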
Vif-APOBEC3F blk = qHTS for Inhibitors of Vif-A3F Interactions: qHTS; actives 0.2% (n = 390,000); Potency, µM (doses to about 46.1 µM), for inactives: at the highest dose activity, negative = active; HeLa A3F-eYFP + Vif (tagged APOBEC3F with the HIV-1 protein that degrades it), YFP fluorescence increase; note: potency is the fitted concentration of half-maximal effect; % of control where 0% means no effect; nearly all actives have a fitted effect of over 65% in size
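HeLa cells stably expressing Vif plus C-terminally eYFP-tagged A3F were seeded, incubated overnight at 37 deg C, dosed with compound, incubated overnight again at 37 deg C. Yellow fluorescence (Ex 488/Em 500-530) reported blocked Vif-mediated A3F-eYFP degradation.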
PI4K2A inh = qHTS for small molecular inhibitors of PI4K2A. Phosphatidylinositol 4-kinase type 2-alpha (Homo sapiens), Q9BTU6. purified PI4K2A, ADP-Glo luminescence, 1 h; stronger effect = lower value. activity change, negative = inhibition, % at 76.9 µM. actives 0.13% (n = 420,000); in the data active = activity change below about -50%; inconclusive = mostly about -30% to -49%;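 note: -100% = wells without enzyme as full effect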
Target sequence (Q9BTU6 whole entry, looked up): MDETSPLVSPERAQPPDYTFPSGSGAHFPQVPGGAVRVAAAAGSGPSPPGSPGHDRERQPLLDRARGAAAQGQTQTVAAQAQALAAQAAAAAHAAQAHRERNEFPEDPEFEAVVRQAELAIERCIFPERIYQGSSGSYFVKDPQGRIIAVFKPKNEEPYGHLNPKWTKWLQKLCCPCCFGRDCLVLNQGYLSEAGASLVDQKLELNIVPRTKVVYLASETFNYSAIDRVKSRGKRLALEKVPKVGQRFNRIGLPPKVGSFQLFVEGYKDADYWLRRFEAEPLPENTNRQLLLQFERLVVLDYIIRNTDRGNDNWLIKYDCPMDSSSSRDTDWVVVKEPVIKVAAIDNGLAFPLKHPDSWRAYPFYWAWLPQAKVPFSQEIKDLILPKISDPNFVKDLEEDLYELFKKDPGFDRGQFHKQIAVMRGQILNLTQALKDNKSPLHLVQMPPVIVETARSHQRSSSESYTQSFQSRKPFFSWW
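PI4K2A activity was measured by ADP-Glo luminescence: enzyme (4 ug/mL stock) and phosphatidylinositol (1.2 mM stock) in Tris pH 7.5/MgCl2/EGTA/Triton X-100 buffer were reacted with ATP (300 microM stock) for one hour at ambient temperature.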
Glioma ERSR ind = qHTS for Inducers of the Endoplasmic Reticulum Stress Response (ERSR) in Human Glioma: qHTS. U87-MG GRP78 promoter luciferase reporter, 16 h. Potency, µM, without a hit: at the highest dose activation, actives largely listed as activators. actives 0.02% (n = 420,000); note: potency is the fitted concentration of half-maximal effect; series mostly up to about 76 µM; % of control where 0% means no effect; nearly all actives have a fitted effect of over 35% in size
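ERSR induction read as luciferase luminescence (Bright-Glo, 10 min at room temperature) in stably transfected human U87-MG glioma cells exposed to compounds for 16 h, using GRP78 as sensor.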
The depositor's hits bear a star; ? = inconclusive; . = not tested or not shown; & = joins results of further samples; [ ] = dose if it differs, or a comment. Unless noted, calls come from the whole dose curve; as a rule, active = well fitted curve in the direction sought with a large enough effect; inconclusive = small, poorly fitted or top-dose-only effect, or another doubt; inactive = no such curve, though single readings can be large; an effect the other way counts as inactive or inconclusive.

SMILES	TrxR1 substrate	USP1-UAF1 inh	mIDH1 inhibitor	RXFP1 ag	Vif-A3G inh	LDHA inh	Vif-APOBEC3F blk	PI4K2A inh	Glioma ERSR ind
Cn1cc(C(=O)Nc2ccc(C#N)cc2)c2ccccc2c1=O	6%[57.1 µM]	?	0%&5%	6.8%&0.9%	-6%&-2%	-1&-3	4%&-7%	2&1	-2%&-3%
O=C(CCCN1C(=O)/C(=C\c2cccc(Br)c2)SC1=S)Nc1ccc(C(=O)O)cc1	.	-6%	-3%	.	2%	-9	-5%	0	-6%
CCS(=O)(=O)c1ccc2oc(SCC(=O)NC(C)C3CC4CCC3C4)nc2c1 (configuration not stated)	6%[57.1 µM]	-6%	3%	0.9%	-6%	-4	10%	0	0%
COc1ccccc1CNC(=O)CS(=O)Cc1nc(-c2ccccc2C)oc1C (configuration not stated)	5%[57.1 µM]	-4%	8%	0.8%	-6%	-3&4	-5%	4	-1%
C=CCOc1ccccc1CNc1ccc2[nH]c(=O)[nH]c2c1	5%	?	11%	1.9%	-1%	5	-3%	3	-3%
Oc1cccc2c3c(oc12)CCCC3	5%	-23%	22%	.	-3%	0	-19%	-4	6%
C=CCn1cc(-c2cccc(C(F)(F)F)c2)cc(C#N)c1=O	77%[activator]	-13%	10%	1.9%	-1%	-4	1%	6	0%
CCN(C(=O)COC(=O)/C=C/c1cccc(Cl)c1)c1c(N)n(Cc2ccccc2)c(=O)[nH]c1=O	-1%	-23%	12%	1.5%	-1%	-4	?	2	-4%
CN(C)S(=O)(=O)N1CCC(Oc2ccc(C(=O)NC3CCCCC3)cc2)CC1	15%[57.1 µM]	-13%	1%	0.2%	2%	-4	-1%	2	1%
CC(=O)Nc1ccc(N(C(=O)Cc2cccs2)C(C(=O)NC2CCCC2)c2ccncc2)cc1 (configuration not stated)	0%	-12%	1%	2.6%	-1%	-2	-28%	1	-9%
Cc1cc(C)c2[nH]c(C)c(CN3CCCCCC3)c(=O)c2c1	14%	-17%	0%	5.1%	1%	0&11	-3%	-4	-4%
Cc1onc(-c2ccccc2)c1C(=O)N/N=C/C=C/c1ccccc1	-7%	-24%	-10%	0.4%	-8%	2	-24%	0	-1%
O=C(CSc1nnc(C2CC2)n1-c1ccccc1)NCCN1C(=O)CSC1=O	4%[57.1 µM]	-23%	5%	1.7%	5%	-13	-5%	0	-3%
CCCCNC(=O)[C@]1(C)CCC[C@@]2(C)C3CC[C@@]4(C)C[C@]3(CCC21)CC4=O (some centres not stated)	-7%	-6%	0%	-0.9%	7%	-1	7%	7	-3%
O=C(CN(c1ccccc1)S(=O)(=O)c1ccccc1)Nc1ccccc1C(=O)NCc1ccco1	33%	-6%	2%	-0.6%	-2%	-2	1%	0	-5%
CS/C(=N\S(=O)(=O)c1cccs1)Nc1cccc(Cl)c1C	-2%	-18%	8%	1.7%	-12%	1	8%	-10	-11%
COc1ccc(-c2cc(-c3nnc(-c4ccncc4)o3)c3ccccc3n2)cc1	29%	-24%	-1%	1.9%	-4%	-2	-8%	-1	-7%
O=C(Cn1cnc2ccccc2c1=O)NNC(=O)c1ccccc1	4%[57.1 µM]	0%	-3%	21%	-1%	-14	6%	-3	-2%
O=C(CSc1n[nH]c(-c2ccncc2)n1)Nc1ccccc1C(F)(F)F	-3%	-2%	-8%	1.3%	4%	-8	-3%	-6	-3%
O=C(O)c1ccc(CSc2nc3ccc(N4C(=O)C5C6C=CC(C6)C5C4=O)cc3s2)cc1 (configuration not stated)	-5%	-15%	4%	2.1%	2%	-6	2%	2	-5%
CCOC(=O)C1=C(N)OC2=C(C(=O)CC(C)(C)C2)C1c1ccccc1OCC#N (configuration not stated)	3%	-4%	3%	-0.7%	-1%	-11	-17%	5	-3%
Cc1ccccc1NC(=O)CC1NCCNC1=O (configuration not stated)	5%	?	2%	1.5%	4%	2	4%	-3	-4%
CCOc1cc(S(=O)(=O)n2ccnc2)ccc1Br	8%	?	1%	-0.6%	-6%	-5	-19%	2	-4%
COC(CNC(=O)c1ccc2c(c1)ncn2-c1ccc(C)cc1C)OC	7%	-23%	-5%	-1.8%	-10%	0	7%	2	-2%
COc1ccc(S(=O)(=O)N2CCN(C(=O)CCc3c[nH]c4ccccc34)CC2)cc1	2%	-20%	-1%	-1.1%	2%	-4	4%	3	3%
COc1ccc([C@@H]2CC(=O)c3c(O)cc(O[C@@H]4OC(CO[C@@H]5OC(C)[C@H](O)[C@H](O)C5O)[C@@H](O)[C@@H](O)C4O)cc3O2)cc1O (some centres not stated)	3%	?	12%	0.8%	1%	0	-12%	-3	-2%
O=C(O)CCS(=O)(=O)Cc1ccccc1F	-4%	-8%	4%	-2.5%	2%	-4	5%	0	-4%
CC(=O)c1ccc(NC(=S)NC(NC(=O)c2ccco2)C(Cl)(Cl)Cl)cc1 (configuration not stated)	3%[57.1 µM]	-23%	4%	0.3%	-18%	-5	2%	-5	?
CC1CCCN(S(=O)(=O)c2ccc(C(=O)Nc3nnc(-c4ccccc4Cl)o3)cc2)C1 (configuration not stated)	1%	10%	-3%	0.3%	5%	-1	2%	6	-8%
COCCNC(=O)CN(Cc1ccccc1)S(=O)(=O)c1ccc2nc(C)sc2c1	-4%	-10%	0%	0.3%	1%	-2	-10%	1	-9%
Cc1ccc(S(=O)(=O)n2cnc(C)c2)cc1	-4%	0%	4%	-2.0%	4%	-4	5%	3	-3%
O=C(CCNC(=O)N1CC(=O)Nc2ccccc21)NCc1cccc(C(F)(F)F)c1	.	-19%	-4%	.	-3%	-6	2%	-3	-4%
COc1ccc(-n2ccnc2SCC(=O)Nc2ccc(F)cc2F)cc1	3%[57.1 µM]	0%	0%	0.8%	6%	-5	4%	-5	-1%
CCN1CCN(c2nc3c(S(=O)(=O)c4ccc(C)cc4)nnn3c3ccsc23)CC1	-3%	?	22%	?	1%	-2	2%	1	-4%
CCn1cc(C(=O)N(C)c2ccc(OC)cc2)c2cc(OC)c(OC)cc2c1=O	-6%	-24%	0%	1.8%	-2%	1	0%	2	0%
COc1ccc(-c2cc(C(=O)N3CCCCC3)c3ccccc3n2)cc1	246%[activator]	-9%	4%	2.3%	-6%	-4	2%	0	1%
O=C(NN=Cc1cccc([N+](=O)[O-])c1)c1cc(-c2cccnc2)nc2ccccc12	-4%	-6%	-5%	.	1%	-5	-5%	5	-2%
COc1ccc(C2N=C(c3ccccc3)C(C)(C)N2O)cc1 (configuration not stated)	3%	-3%	5%	1.6%	-1%	2	-4%	6	-2%
O=C(NCCc1ccccc1Cl)c1cc(COc2ccc(F)cc2F)on1	-2%	-10%	-7%	.	2%	0	-6%	-2	0%
Cc1noc(NS(=O)(=O)c2ccc(NC(=O)NC(C)(C(F)(F)F)C(F)(F)F)cc2)c1C	-9%	5%	-2%	1.8%	-3%	-4	-4%	-3	-4%
CCC(=O)NC(c1ccc(OC)cc1)c1c(O)ccc2ccccc12 (configuration not stated)	10%	-9%	-3%	1.9%	?	4	-10%	0	-3%
C[C@H](CO)N1C[C@H](C)[C@H](CN(C)S(=O)(=O)c2ccccc2)OCc2ccccc2-c2c(n(C)c3ccccc23)C1=O	.	-20%	15%	.	-6%	0	-20%	3	-3%
CC(C)n1c(SCC(=O)NC2CC2)nnc1C1CC1	5%	-22%	-11%	-1.2%	2%	-3	-4%	1	2%
COc1ccc2c(c1)c(C(=O)N/N=C/c1cccc(O)c1)c(C)n2C	-9%	-13%	3%	-1.0%	-3%	5	0%	1	-1%
O=C(Nc1ncccn1)C1c2ccccc2Oc2ccccc21	-10%	-5%	5%	-1.1%	-5%	-2	-1%	2	-6%
Cc1cc(C(=O)N2CCN(C(c3ccccc3)c3ccccc3)CC2)on1	6%	-16%	0%	-3.6%	3%	-1	-9%	-1	-4%
CCOc1ccc2[nH]cc(C(=O)NCCc3ccccc3)c(=O)c2c1	-2%	-6%	1%	1.3%	0%	-1	1%	-6	-2%
Cc1cc(C(=O)NNC(=S)NCC(C)C)cs1	-3%	2%	2%	4.2%	0%	-5	-13%	2	7%
COc1ccc(NC(=O)CN(C)CC(=O)N(C)C2(C#N)CCC(C)CC2)cc1 (configuration not stated)	-6%	-4%	4%	-0.2%	0%	-12	-12%	0	-2%
Cc1cccn2c(=O)c3cc(C(=O)NCc4ccccc4)c(=N)n(CCCN4CCOCC4)c3nc12	262%[activator]	-23%	5%	.	2%	0	1%	-4	-3%
c1ccc2c(OCCCN3CCCCCC3)cccc2c1	4%	-13%	8%	-2.2%	-8%	-10	0%	-1	-3%

Only part of the results is shown. The share of hits here may be higher or lower than overall.
